Tb PGK inh: T. brucei PGK inhibition; AID 602233; P07378; Potency, µM (doses to about 57.5 µM), for the others: top-dose activity change, negative = inhibition, usual class: inhibitors; 380,000 compounds, 0.043% hits; PGK/GAPDH coupled, Kinase-Glo luminescence, 60 min; also: % is scaled to controls: 0 for no effect and ±100 for the full control effect; nearly all actives have a fitted effect of over 60% in size
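Recombinant glycosomal PGK reaction used 1,3-bisphosphoglycerate generated in-well by GAPDH (100nM final) in 100mM TEA pH 7.6, 5mM MgCl2, 0.01% Tween-20. After 60 minutes at room temperature, ATP was read by Kinase-Glo Plus luminescence end-point.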
Pin1 inh: human Pin1 inhibition. Q13526. Pin1 FP peptide displacement, HiFluor488, 10 min. Potency, µM (doses to about 115 µM), without a hit: at the highest dose activity, negative = inhibition, most hits filed as inhibitors. 390,000 compounds, 0.009% hits; active = well fitted inhibition curve with a large enough effect in the polarisation, with a control signal flat, not every such curve was filed as active; inconclusive = small, poorly fitted or top-dose-only effect, or effect the other way, or a change in a side signal; inactive = no such curve, though single readings can be large or run the other way; the % refers to the polarisation; also: % is scaled to controls: 0 for no effect and ±100 for the full control effect
G9a inh: inhibitors of human histone lysine methyltransferase G9a; G9a H3K9 monomethylation, AlphaScreen, 2 h; Potency, µM (series often up to 102 µM), for the others: top-dose activity, negative = inhibition, actives largely listed as inhibitors; 350,000 compounds, 8.8% hits; AID 504332; also: % is scaled to controls: 0 for no effect and ±100 for the full control effect; nearly all actives have a fitted effect of over 75% in size
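G9a (20 nM) was preincubated 15 min with compound, then reacted 2 h at room temperature with 500 nM biotin-H3K9 peptide and 20 µM SAM. Monomethyl-H3K9 detected by AlphaScreen using anti-H3K9me1 antibody.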
JMJD2A Tudor inh: JMJD2A Tudor domain (human) inhibition; O75164; Potency, µM (titrated, usually from 114 µM), without a hit: at the top dose activity change, negative = inhibition, most hits filed as inhibitors; 390,000 compounds, 4.4% hits; AlphaScreen JMJD2A-Tudor / H3K4me3 peptide binding; also: % is scaled to controls: 0 for no effect and ±100 for the full control effect; nearly all actives have a fitted effect of over 50% in size
GLS inhibitor: glutaminase GLS (human) inhibition; O94925; Potency, µM (series often up to 45.5 µM), inactives show at the highest dose activity change, negative = inhibition, most hits filed as inhibitors; GLS enzymatic activity, qHTS titration; 410,000 compounds, 0.21% hits; also: % is scaled to controls: 0 for no effect and ±100 for the full control effect
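Compounds were pin-transferred onto hKGA, after which L-glutamine (1 mM solution) and a detection mix of glutamate oxidase, HRP and Amplex Red were added. Initial and 30 min RT fluorescence reads were collected.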
BAZ2B block: BAZ2B (human) inhibition | Potency, µM (series often up to 114 µM), without a hit: at the highest dose activity change, negative = inhibition, usual class: inhibitors | AlphaScreen BAZ2B-H3K14Ac peptide displacement | 360,000 compounds, 4.4% hits; also: % is scaled to controls: 0 for no effect and ±100 for the full control effect; nearly all actives have a fitted effect of over 60% in size
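BAZ2B (50 nM) with biotin-H3(5-23)K14Ac peptide (50 nM) in PBS pH 7.4, 0.01% Tween-20, preformed 30 min, then compound 30 min at room temperature; top concentration 110uM. AlphaScreen streptavidin donor/nickel chelate acceptor beads (10 ug/mL final), 20 min dark, signal read.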
POLI inh: DNA polymerase iota (human) inhibition | Q9UNA4 | Pol iota fluorescent replication assay, 10 min | Potency, µM (doses to about 115 µM), inactives show at the top dose activity, negative = inhibition, most hits filed as inhibitors | 390,000 compounds, 1% hits
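Pol iota at 10 nM preincubated 15 min with compounds at room temperature; reaction started with fluorescent substrate, 50 nM final. Fluorescence read kinetically at 0 and 10 min; buffer-only wells as negative control.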
BLM helicase inh: inhibitors of human Bloom syndrome helicase BLM. AID 2528. 350,000 compounds, 0.2% hits. recombinant BLM DNA unwinding, fluorescence dequenching. Potency, µM (highest dose often 56.1 µM), for inactives: at the top dose activity change, negative = inhibition, usual class: inhibitors;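 also: plate controls were vehicle for no effect and no enzyme for full effect; nearly all actives have a fitted effect of over 35% in size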
HP1b chromo inh: blocks HP1-beta chromodomain binding to methylated histone tails. P83916. AlphaScreen HP1-beta / biotin-H3K9me3 peptide binding. Potency, µM (doses to about 114 µM), without a hit: at the highest dose activity change, negative = inhibition, actives largely listed as inhibitors. 390,000 compounds, 0.56% hits; also: nearly all actives have a fitted effect of over 70% in size; inactives centre near 23
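HP1-beta protein (50 nM final) preincubated 30 min at room temperature with biotinylated H3(1-18)K9me3 peptide (50 nM) in PBS pH 7.4, 0.01% Tween-20, then compound added for 30 min. AlphaScreen streptavidin donor/nickel chelate acceptor beads (10 ug/mL final), 30 min dark, luminescence read.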
Active calls of the source: *; i = inactive; ? = inconclusive; / = no result given; & = joins results of further samples; [ ] = dose if it differs, or a comment. Unless noted, calls follow the shape of the dose curve; as a rule, active = well fitted curve in the direction sought with a large enough effect; inconclusive = small, poorly fitted or top-dose-only effect, or another doubt; inactive = no such curve, though single readings can be large; an effect the other way counts as inactive or inconclusive. Potency is read from the fitted curve at half-maximal effect.

no.	mol	Tb PGK inh	Pin1 inh	G9a inh	JMJD2A Tudor inh	GLS inhibitor	BAZ2B block	POLI inh	BLM helicase inh	HP1b chromo inh
1	CC(C)(C)C(=O)NC(=S)Nc1ccccc1C(=O)NC1CCCCC1	-5%	0%	-40%	8%	1%	4%	-8%	-5%	27%
2	COC(=O)c1cn(CCOc2ccccc2OC)c2ccccc12	i	-6%	19%[59 µM]	31%	1%	21%	-7%	0%	107%[activator]
3	COCCNC(=O)C(c1ccc(OC)cc1)N(Cc1ccco1)C(=O)CCC(=O)Nc1ccccn1 (centres undefined)	3%	-8%	-9%	0%	-3%	-2%	-3%	2%	14%
4	Cc1noc(C)c1CSCC(=O)Nc1ccc(OC(F)F)c(Cl)c1	2%	-3%	17%	-5%	-5%	7%	24%	/	25%
5	COc1ccccc1CC(=O)Nc1sc2c(c1C(N)=O)CCCC2	-5%	5%	?	-6%	0%	-9%	3%	-2%	23%
6	Cc1ccc(S(=O)(=O)CC(=O)c2cc(C)c(O)c(C)c2)cc1	-8%	-2%	-10%	1%	21%	-25%	-13%	-3%	43%[activator]
7	O=C(Cc1ccc2ccccc2c1)NC(Cc1ccccc1)C(=O)O (centres undefined)	1%	-19%	/	-10%	5%	/	?	/	22%
8	COc1ccc(/C=C/C(=O)Nc2ccc(-n3nncc3-c3ccccc3)cc2)cc1OC	-1%	25%	45µM*	-18%	-2%	2%	-17%	0%	-14%
9	Cc1ccc(NC(=O)CSc2nc3ccc(Nc4nc(N5CCOCC5)nc(N5CCOCC5)n4)cc3s2)cc1	5%	1%	35µM*	-18%	-2%	-20%	7%	-9%	17%
10	COc1ccc(C(=O)C(C)OC(=O)c2sc(C)nc2C)cc1 (centres undefined)	-8%	-4%	-3%[12.7 µM]	-9%	-4%	7%	53%[activator]	/	38%[activator]
11	O=C(Nc1nnc(CCc2ccccc2)s1)C1CCCO1 (centres undefined)	i	9%	24%[59 µM]	-2%	-4%	5%	4%	-11%	5%
12	O=C(Nc1nc2ccccc2[nH]1)C1CC1	-8%	1%	-23%	-4%	-8%	-14%	171%[activator]	-3%	22%
13	N#CC1(c2ccccc2)CCCN1C(=O)c1ccc(Br)o1 (centres undefined)	-2%	-5%	4%	-10%	7%	-26%	-15%	-4%	1%
14	O=C(OCc1nnc(-c2ccc(Cl)cc2)o1)c1ccc(O)cc1	i	-3%	27%	-14%	13%	-5%	76%[activator]	-4%	15%
15	COCCNC(=O)C1Cc2cc(S(=O)(=O)N3CCCC3)ccc2N1C(C)=O (centres undefined)	-1%	-7%	-3%	-3%	-4%	2%	31%[activator]	0%	43%[activator]
16	Cc1cc(Cl)ccc1NC(=O)CN1C(=O)NC2(CCCC2)C1=O	-4%	1%	15%	-6%	-15%	-17%	25%	-7%	-9%
17	COc1ccccc1-c1coc2cc(O)cc(O)c2c1=O	i	4%	-7%[59 µM]	-23%	26%	-6%	12%	-4%	5%
18	O=C(Nc1ccc(S(=O)(=O)N2CCCCC2)cc1)c1ccc(CN2CCc3ccccc3C2)cc1	-2%	26%	4%	-27%	5%	0%	6%	-11%	16%
19	NC(=S)NN=C1CCCCCCCCCC1	-6%	-3%	/	-28%	-4%	/	15%	/	4%
20	COc1ccc2nc(C)cc(N3CCC(C(N)=O)CC3)c2c1	-3%	-5%	-10%[59 µM]	-4%	0%	-33%	52%[activator]	26%	37%

The list goes on:
no.	mol	Tb PGK inh	Pin1 inh	G9a inh	JMJD2A Tudor inh	GLS inhibitor	BAZ2B block	POLI inh	BLM helicase inh	HP1b chromo inh
21	O=C(c1ccc(Cl)cc1)N1CCC(O)(CSc2ccccc2)CC1	-7%	-1%	12%[59 µM]	-18%	-5%	-3%	3%	-2%	21%
22	O=C(Nc1ccccc1Cl)ON=C1c2ccccc2-c2ccccc21	/	?	6%	-15%	17%	-10%	-9%	-5%	14%
23	COc1ccc(N2CCN(C(=O)c3ccc(S(=O)(=O)N4CCOCC4)cc3)CC2)cc1	-2%	-10%	8.9µM*	-27%	27%	-28%	-13%[58.9 µM]	2%	-17%
24	COc1ccccc1Nc1c2c(nc3ccc(NC(=O)c4ccccc4F)cc13)CCCC2	i	-1%	?	?	1%	?	45%[activator]	-5%	0%
25	COc1ccc(Cn2nnnc2C(c2cc3cccc(C)c3[nH]c2=O)N2CCN(C)CC2)cc1 (centres undefined)	-3%	5%	-34%	-10%	1%	-17%	1%	2%	38%
26	COc1ccc(-c2nnc3ccc(SC)nn23)cc1	-6%	-3%	-1%	-8%	-6%	4%	3%[58.9 µM]	-8%	30%
27	CCOC(=O)c1c(C)[nH]c(C(=O)OCC(=O)c2ccccc2)c1C	-10%	0%	9%[12.7 µM]	-23%	0%	-27%	-7%	/	14%
28	CCCCOc1ccc(S(=O)(=O)n2c(C)nc3ccccc32)cc1	/	5%	10%[12.7 µM]	?	-1%	-1%	-10%	0%	68%[activator]
29	COc1ccccc1N(C)S(=O)(=O)c1ccc(C)c(C(=O)NCc2ccccn2)c1	-2%	-1%	42%[12.7 µM]	-27%	-5%	0%	-6%	/	30%
30	CC(C)C[C@@H](CC#N)N1CCN(CCc2ccccc2)CCC1=O	-4%	-7%	/	-19%	2%	-2%	35%&30%[activator]	2%	5%
31	Cc1ccc(NCCC(=O)c2ccc(Cl)c(Cl)c2)cc1	-7%	2%	4%[0.0925 µM]	-24%	-9%	?	-4%[58.9 µM]	-3%	7%
32	O=C(Nc1ccc(OC(F)(F)F)cc1)c1ccccc1-n1cnnn1	-9%	2%	/	-15%	-2%	/	36%[activator]	/	30%
33	CCOCc1c(C(=O)NC2=Nc3ccccc3NC(CC)=C2C(=O)OCC)oc2ccccc12	0%	5%	12%	-11%	-9%	-7%	7%	-13%	42%
34	COc1ccc(NC(=O)CC2SC(=Nc3ccccc3)NC2=O)cc1 (centres undefined)	-1%	0%	-7%[59 µM]	-17%	2%	-5%	-4%	-24%	30%[activator]
35	COc1ccc(OCC(O)CNC(=O)c2sccc2Cl)cc1 (centres undefined)	2%	-2%	12%	-4%	-6%	3%	46%[activator]	-1%	34%[activator]
36	N#Cc1c2c(c(Nc3ccc(F)cc3)n3c1nc1ccccc13)CCCC2	0%	?	/	1%	-4%	/	14%	/	32%
37	Clc1ccc2nsnc2c1NC1=NCCN1	4%&-7%	-2%&3%	1%&0%&0%[59 µM]	-8%&-19%	13%&3%&-7%	31%[activator]	?	2%&6%	19%&24%
38	COc1ccc(C(C(=O)NC2CCCC2)N(C(=O)c2ccco2)c2ccc3c(c2)OCO3)cc1OC (centres undefined)	i	2%	-55%[59 µM]	-20%	8%	-34%	2%	-4%	3%
39	CC(C)c1ccc(S(=O)(=O)Nc2ccc(O)c(Sc3nc4ccccc4s3)c2)cc1	1%	3%	?	?	26%	25µM*	?	-21%	1%
40	CC(=O)Nc1ccc(Nc2nc(C)cc(C)n2)cc1	-2%	-1%	0%	2%	-6%	-2%	145%[activator]	-2%	14%

Copied from the entries so far (seven entries):
no.	mol	Tb PGK inh	Pin1 inh	G9a inh	JMJD2A Tudor inh	GLS inhibitor	BAZ2B block	POLI inh	BLM helicase inh	HP1b chromo inh
34	COc1ccc(NC(=O)CC2SC(=Nc3ccccc3)NC2=O)cc1 (centres undefined)	-1%	0%	-7%[59 µM]	-17%	2%	-5%	-4%	-24%	30%[activator]
35	COc1ccc(OCC(O)CNC(=O)c2sccc2Cl)cc1 (centres undefined)	2%	-2%	12%	-4%	-6%	3%	46%[activator]	-1%	34%[activator]
36	N#Cc1c2c(c(Nc3ccc(F)cc3)n3c1nc1ccccc13)CCCC2	0%	?	/	1%	-4%	/	14%	/	32%
37	Clc1ccc2nsnc2c1NC1=NCCN1	4%&-7%	-2%&3%	1%&0%&0%[59 µM]	-8%&-19%	13%&3%&-7%	31%[activator]	?	2%&6%	19%&24%
38	COc1ccc(C(C(=O)NC2CCCC2)N(C(=O)c2ccco2)c2ccc3c(c2)OCO3)cc1OC (centres undefined)	i	2%	-55%[59 µM]	-20%	8%	-34%	2%	-4%	3%
39	CC(C)c1ccc(S(=O)(=O)Nc2ccc(O)c(Sc3nc4ccccc4s3)c2)cc1	1%	3%	?	?	26%	25µM*	?	-21%	1%
40	CC(=O)Nc1ccc(Nc2nc(C)cc(C)n2)cc1	-2%	-1%	0%	2%	-6%	-2%	145%[activator]	-2%	14%

Carrying on.
no.	mol	Tb PGK inh	Pin1 inh	G9a inh	JMJD2A Tudor inh	GLS inhibitor	BAZ2B block	POLI inh	BLM helicase inh	HP1b chromo inh
41	Cc1ccc(-n2[nH]c(C)c(/C=N/c3cccc(C)n3)c2=O)cc1	i	-7%	50µM*	-19%[11.4 µM]	-6%	-24%	?	1%	30%
42	O=C(Nc1cccc(S(=O)(=O)NC2=NCCCCC2)c1)c1cc(-c2ccco2)nc2ccccc12	-15%	?	?	-20%	16%	?	14µM*	?	?
43	COCCNC(=O)c1c[nH]c2ccc(S(=O)(=O)Nc3ccc(F)cc3F)cc2c1=O	-8%&-7%	1%&24%	-2%[59 µM]	-10%&5%	12%&-4%	-10%	?	0%&-6%	10%&7%
44	Cc1nc(-c2ccc(S(=O)(=O)Nc3ccc(C#N)cc3)cc2)co1	0%	-1%	4%[59 µM]	-18%	3%	-8%	-3%	-1%	14%[57 µM]

High-throughput results from PubChem BioAssay.

These rows are one share of the data; the hit share may differ from the screen's.
